KB-V1 MDR tox = qHTS assay for MDR1-selective chemotherapeutics: Primary screen using the drug-selected MDR subline cells KB-V1 | Potency, µM (titrated, usually from 46.1 µM), for inactives: at the highest dose activity change, negative = cytotoxicity, actives largely listed as cytotoxic | 3.4% of 400,000 active | KB-V1 MDR cells viability, CellTiter-Glo, 72 h; further: on the % scale 0 is the no-effect control and ±100 the full control effect; nearly all actives have a fitted effect of over 60% in size
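Cells of the MDR subline KB-V1 are plated, dosed with compound at multiple concentrations, and incubated 72 h at 37 degrees C; CellTiter-Glo is then added and luminescence read after 10 min.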
GLP1R inv ag = qHTS of GLP-1 Receptor Inverse Agonists (Inhibition Mode) | Glucagon-like peptide 1 receptor (Homo sapiens), P43220 | AID 624417, 2012 | 1.6% of 410,000 active | Potency, µM (series often up to 38.3 µM), for the others: at the highest dose activity change, negative = inhibition, actives largely listed as inhibitors | HEK293 GLP-1R CRE-luciferase, luminescence, 24 h; GLP-1R form is constitutively active; further: on the % scale 0 is the no-effect control and ±100 the full control effect; nearly all actives have a fitted effect of over 55% in size
Target sequence (P43220 whole entry, looked up): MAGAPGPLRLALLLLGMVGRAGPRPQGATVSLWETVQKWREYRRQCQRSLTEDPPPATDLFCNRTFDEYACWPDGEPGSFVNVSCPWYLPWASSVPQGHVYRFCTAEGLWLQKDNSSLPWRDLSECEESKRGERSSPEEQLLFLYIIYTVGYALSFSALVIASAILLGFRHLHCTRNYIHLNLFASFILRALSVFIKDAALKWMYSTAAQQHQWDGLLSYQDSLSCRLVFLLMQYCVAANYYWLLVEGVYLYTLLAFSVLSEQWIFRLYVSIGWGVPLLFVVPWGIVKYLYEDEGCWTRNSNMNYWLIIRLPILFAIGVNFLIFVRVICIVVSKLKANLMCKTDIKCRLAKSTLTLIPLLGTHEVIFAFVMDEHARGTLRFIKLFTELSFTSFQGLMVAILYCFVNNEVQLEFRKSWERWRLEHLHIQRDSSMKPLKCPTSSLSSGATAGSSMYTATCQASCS
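Stable HEK293 clone (constitutively active GLP-1R + cAMP-response luciferase); 200 cells/uL plated, 12 h pre-culture, compound 24 hr, 37 deg C/5% CO2; detection reagent 12 min RT; luminescence.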
TDP43 rescue = qHTS of TDP-43 Inhibitors; TDP-43 expressing yeast growth rescue, BacTiter-Glo, 24 h; Potency, µM (series often up to 46.1 µM), inactives show at the highest dose growth rescue (activation), hits mostly activators; 1.8% of 410,000 active; further: % of control where 0% means no effect; nearly all actives have a fitted effect of over 50% in size
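In this qHTS, compounds that restore growth of yeast expressing TDP-43 appear as activators. Cells (OD600=0.02, galactose medium, raffinose-pregrown) are incubated with compound 24 hr at 30 deg C and growth is quantified by BacTiter-Glo.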
HT1080NT lethal = qHTS for induction of synthetic lethality in tumor cells producing 2HG: qHTS for the HT-1080-NT fibrosarcoma cell line | AID 686970, 2013 | HT-1080-NT fibrosarcoma viability, CellTiter-Glo ATP luminescence, 48 h | 1.6% of 360,000 active | Potency, µM (highest dose often 46.1 µM), inactives show at the top dose activity, negative = less viability, hits mostly cytotoxic;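 further: NT is the 2HG producing partner of a matched IDH1 knockdown line; 0% = DMSO-treated cells and -100% = media-only wells without cells; nearly all actives have a fitted effect of over 55% in size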
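Read-out is CellTiter-Glo luminescence after 10 minutes at room temperature, following 48 hours' compound treatment of HT-1080-NT cells (750 cells/well, RPMI, 5% FBS, 37 degrees C).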
HT1080 IDH1KD tx = qHTS for induction of synthetic lethality in tumor cells producing 2HG: qHTS for the HT-1080-IDH1KD cell line. 2% of 360,000 active. HT-1080 IDH1 knockdown viability, ATP luminescence, 48 h. Potency, µM (top dose mostly 46.1 µM), without a hit: at the highest dose activity, negative = toxicity, usual class: cytotoxic. AID 686971, 2013;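 further: 0% = DMSO wells and -100% = cell-free medium wells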
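CellTiter-Glo luminescence after 48 h compound exposure at 37 degrees C of IDH1-knockdown HT-1080 cells in 5% FBS RPMI. %Activity scaled between DMSO wells and cell-free media wells, with curves fitted and assigned curve classes.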
GLP-1R agonist = qHTS of GLP-1 Receptor Agonists; Glucagon-like peptide 1 receptor (Homo sapiens), P43220; HEK293 GLP-1R CRE-luciferase, luminescence, 4-6 h; cells express a hypersensitive GLP-1R form; Potency, µM (highest dose often 45.6 µM), for inactives: top-dose activation, hits mostly activators; 0.007% of 380,000 active; AID 624172, 2012; further: % of control where 0% means no effect
KB-3-1 tox = qHTS assay for MDR1-selective chemotherapeutics: Primary screen using the parental adenocarcinoma cell KB-3-1 | KB-3-1 viability, CellTiter-Glo ATP luminescence, 72 h | Potency, µM (doses to about 46.1 µM), for the others: at the highest dose activity change, negative = cytotoxic, usual class: cytotoxic | 1.4% of 400,000 active | AID 1347075, 2019; further: on the % scale 0 is the no-effect control and ±100 the full control effect; nearly all actives have a fitted effect of over 60% in size
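Screening of KB-3-1 cells (DMEM, 10% FBS, phenol-red free) ran from lowest to highest compound concentration; after 72 h at 37 °C viability was read luminescently and curves fitted.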
GLP1R cytotox = qHTS of GLP-1 Receptor Inverse Agonists: Cytotox Screen; HEK293 cAMP-luciferase reporter cells, luminescence, 24 h; Potency, µM (doses to about 38.3 µM), for the others: at the top dose activity change, negative = inhibition, usual class: inhibitors; 0.13% of 410,000 active; AID 624418, 2012;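 further: loss of luciferase light is scored as toxicity; on the % scale 0 is the no-effect control and ±100 the full control effect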
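To flag toxic compounds, the library was rerun on cells for 24 hr at 37 deg C and 5% CO2. Viability-linked luminescence was captured 12 min after adding luciferase detection reagent.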
SW480 rereplic = A quantitative high throughput screen for small molecules that induce DNA re-replication in SW480 colon adenocarcinoma cells; SW480 DNA re-replication, Hoechst DNA content imaging, 48 h; Potency, µM (doses to about 46.1 µM), for the others: top-dose re-replication activation, most hits filed as activators; 1.8% of 340,000 active; AID 624297, 2012; further: % of control where 0% means no effect; nearly all actives have a fitted effect of over 55% in size
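Cells (250 per well) received 23 nL compound or DMSO by pin tool and were kept 48 hr at 37 C, 5% CO2. Nuclei were then stained with Hoechst for 40 min and scanned for DNA content.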
* marks the source's active call; other numbers are inactive results; ? = inconclusive; . = not tested or not shown; [ ] = remark or other dose. The call rests on the fitted dose curve; in most records, active means well fitted curve in the direction sought with a large enough effect; inconclusive means small, poorly fitted or top-dose-only effect, or another doubt; inactive means no such curve, though single readings can be large; an effect the other way counts as inactive or inconclusive. Potency means the concentration at half of the fitted maximal effect.

Value order: HT1080 IDH1KD tx | GLP-1R agonist | HT1080NT lethal | GLP1R cytotox | KB-3-1 tox | SW480 rereplic | TDP43 rescue | GLP1R inv ag | KB-V1 MDR tox
1) Cc1ccc(C)c(S(=O)(=O)N2CCCOC2CNC(=O)C(=O)NCCCN2CCOCC2)c1 (centres undefined)
  5.5% | -3.0% | -1.8% | -0.3% | 0.0% | ? | -8.2% | 27.7% | -4.2%
2) COc1ccccc1C(C#N)N1N=C(C)CC1c1ccccc1 (centres undefined)
  -1.9% | 2.6% | 1.3% | 11.3% | -2.1% | -8.2% | 26.5% | -10.3% | 8.9%
3) Cc1cc(C)c(C(=O)COC(=O)C2CCN(c3ccc(C(F)(F)F)cn3)CC2)c(C)c1
  -1.0% | -5.1% | 6.3% | 0.0% | 0.5% | -0.3% | ? | ? | 8.6%
4) COc1cccc(CNC(=O)CCCn2ncn3c(cc4occc43)c2=O)c1OC
  . | . | . | -13.6% | 12.6% | . | -0.6% | 10.6% | -9.0%
5) Fc1ccccc1-c1nnc2n1N=C(c1ccc(OC(F)F)c(OCC3CC3)c1)CS2
  . | 24.5% | . | . | 8.5% | -5.3% | . | . | 7.9%
6) Cc1nn(-c2ccccc2)c2c1N(CCCC(=O)NCc1ccc(OC(C)C)cc1)C(=O)CS2
  . | . | . | ? | ? | . | 28.2µM* | ? | ?
7) CCC1CCCCN1S(=O)(=O)c1ccc(NC(=O)c2nc(S(C)(=O)=O)ncc2Cl)cc1 (centres undefined)
  3.26µM* | -7.0% | 4.61µM* | -3.3% | ? | ? | ? | ? | ?
8) CCCN1C(=O)S/C(=C/c2ccc(N3CCOCC3)o2)C1=O
  -21.6% | 9.4% | 5.4% | -5.1% | -26.2% | ? | 21.9% | 76.6%[activator] | ?
9) CCCc1nnc(NC(=O)CCC(=O)NCc2ccccc2Cl)s1
  -2.2% | -8.6% | -4.1% | 6.3% | 1.9% | 3.8% | -22.6% | 8.8% | -7.7%
10) CC(=O)CC1c2ccccc2C=C(c2ccsc2)N1c1ccc(-c2cccs2)cc1 (centres undefined)
  4.3% | -2.9% | 16.1% | 1.2% | ? | . | 17.7% | 14.0% | 2.2%
11) COc1ccc(OCCC(=O)OCC(=O)NCc2ccccc2)cc1
  14.9% | 1.6% | 17.7% | 1.4% | -2.2% | -0.3% | 14.0% | 14.6% | ?
12) COC(=O)c1ccc(CSc2nc3ccc(Cl)cc3[nH]2)o1
  -3.5% | -3.1% | -1.2% | 8.3% | 4.3% | -2.9% | ? | -18.2% | ?
13) COc1ccc(COC(=O)CNC(=O)C2CCCCC2)cc1F
  13.0% | 4.6% | 14.1% | -2.4% | 0.0% | 0.4% | 34.0% | -16.4% | 27.5%
14) Cc1noc(C)c1S(=O)(=O)NCc1cccc(Cl)c1
  -3.7% | -1.3% | 1.9% | 1.3% | -5.3% | -6.4% | 4.0% | 0.0% | 1.6%
15) COc1cc(C)ccc1OCCOCCOc1cc(C)c(C)cc1Br
  -19.0% | 0.1% | -13.8% | -1.1% | 0.3% | -48.8%[inhibitor] | -15.3% | ? | -0.6%
16) CCCCC(NC(C)=O)c1nc2ccccc2n1CCC (centres undefined)
  -3.5% | 2.0% | -2.7% | 12.1% | -9.0% | -0.9% | 2.1% | 0.0% | 20.6µM*
17) COC(=O)C1=C(NC(=O)c2cccc(OC)c2)CCS1
  -12.8% | -3.5% | 4.2% | 47.7%[activator] | 6.3% | 1.7% | -16.6% | 1.7% | -14.1%
18) CN(CCCN1CCOCC1)Cc1cn(C)nc1-c1ccccc1F
  24.5% | -0.1% | 16.9% | -6.1% | 17.1% | -2.0% | 12.6%[9.22 µM] | 3.7% | -7.3%
19) CCN1CCN(c2ccc(S(=O)(=O)N3CCOCC3)cc2NC(=O)/C=C/c2ccc(OC)c(OC)c2)CC1
  -1.1% | -1.9% | 1.8% | -10.7% | 5.1% | -0.8% | 0.0% | 6.1% | 34.2%
20) Cc1csc(NC(=O)CSc2nnc(NC(=O)NC(C)(C)C)s2)n1
  4.2% | -0.9% | 5.4% | 1.5% | 5.1% | -7.1% | 10.5% | ? | 10.8%
21) COc1ccc(/C(C)=N/NC(=S)Nc2cc(C)ccc2C)cc1
  -6.0% | -3.9% | -10.2% | 3.55µM* | -2.4% | ? | 16.2% | ? | 0.1%
22) CCN(CC(=O)Nc1c(F)cccc1F)C(=O)C1CCC1
  10.8% | -0.1% | 11.8% | -6.6% | -0.1% | ? | -20.1% | 20.4% | -3.9%
23) CC1=NN(Cc2ccccc2)C(=O)/C1=C/c1ccc(N(C)C)cc1
  3.8% | 3.5% | -0.5% | -8.1% | -9.6% | 0.8% | -13.3% | -8.5% | 3.9%
24) Cc1cc(NC(=O)CN2CCN(c3ncccn3)CC2)no1
  11.1% | 1.2% | 0.0% | 6.5% | 7.4% | -7.0% | -4.0% | 1.3% | 4.2%
25) Cc1cccc(C)c1NC(=O)C(c1ccc(C#N)cc1)n1c(=O)c(-c2ccco2)nc2ccccc21 (centres undefined)
  -16.9% | . | -3.5% | 10.5% | 5.4% | . | 28.0% | ? | -8.7%
26) O=Cc1c(NCc2cccc(F)c2)c2ccccc2[nH]c1=O
  3.1% | 4.9% | 7.4% | 4.6% | 15.0% | -7.9%[9.22 µM] | ? | 0.9% | 18.0%
27) Cc1cc(NC(=O)CSc2nnc(-c3ccc(S(=O)(=O)N4CCCC4)cc3)n2C)no1
  16.3% | -0.2% | 2.2% | -4.0% | -17.8% | -1.2% | -21.9% | 10.4% | 6.6%
28) COC(=O)c1ccccc1NC(=O)CSc1nnnn1-c1ccc(C)cc1C
  -15.1% | -1.7% | -8.5% | -4.5% | -16.7% | ? | 1.6% | -21.6% | -1.3%
29) CCOC(=O)N1CCC(NC(=O)c2ccc3c(c2)N(Cc2ccc(F)cc2)C(=O)c2ccccc2S3=O)CC1 (centres undefined)
  . | 1.6% | . | 5.4% | ? | . | -4.0% | 0.7% | ?
30) Nc1ccc2nc(CCCO)[nH]c2c1
  0.8% | -2.4% | 0.0% | -19.5% | 14.8% | -7.6% | 12.7% | 17.2% | 6.4%
31) Cc1[nH]c2ccccc2c1N=Nc1ccc(F)cc1
  ? | -0.6% | 20.6µM* | -28.2% | 1.1% | -0.1% | ? | ? | -19.1%
32) CC(CCc1ccccc1)NC(=O)/C=C/c1ccccc1 (centres undefined)
  5.3% | -5.8% | 0.5% | 2.4% | 1.6% | 0.7% | 3.0% | ? | -4.0%
33) Cc1ccc(NC(=O)N2CCN(c3ncccc3C(F)(F)F)CC2)cc1
  1.4% | 3.1% | -0.3% | -12.2% | -27.5% | 17.6% | -1.6% | ? | -15.4%
34) COC(=O)Cc1c(O)ccn(Cc2ccc(OC)c(OC)c2)c1=O
  1.0% | 0.1% | -3.1% | -0.9% | -11.5% | -2.6% | 3.6% | 8.8% | -11.5%
35) C=CCn1c(-c2cccc(OC)c2)n[nH]c1=S
  3.6% | 4.6% | 10.7% | -11.6% | 9.8% | -6.3% | 4.1% | 1.9% | -8.0%
36) COCC(C)n1c(C)cc(C(=O)CSc2nnnn2-c2ccc(O)cc2)c1C (centres undefined)
  1.6% | 20.4% | -9.1% | -16.1% | -5.4% | -24.9% | -19.5% | -37.7% | -15.0%
37) CC(=O)Nc1ccc(NC(=O)CCc2c(C)noc2C)cc1
  4.5% | 0.3% | 3.1% | -3.3% | 16.8% | -48.4%[inhibitor] | -16.6% | 11.2% | 11.0%
38) COc1ccc(OC)c(-n2cnc3cc(C(=O)NCCc4ccccc4)ccc32)c1
  . | . | . | 0.8% | 2.6% | . | ? | 10.0% | -6.3%
39) O=C(O)COCC(=O)NC1CCN(Cc2ccccc2)CC1
  14.7% | -1.2% | -2.2% | -4.0% | 10.4% | -6.4% | -25.7% | 16.2% | -2.4%
40) O=C(Nc1nccs1)c1ccc(Cl)c(S(=O)(=O)N2CCCCC2)c1
  -18.8% | -22.0% | -14.3% | -3.6% | ? | -0.4% | 18.5% | ? | -26.3%
41) Cc1cc([N+](=O)[O-])cc(/C=N/n2c(C)nc3ccccc3c2=O)c1O
  ? | -1.6% | ? | -9.1% | -0.2% | ? | -63.2%[inhibitor] | ? | ?
42) CCCCNC(=O)c1nn(-c2ccc(C)cc2)c(=O)n(C)c1=O
  . | . | . | -2.2% | 7.3% | . | 0.0%[9.22 µM] | 11.9% | 12.8%
43) Cn1cccc1C(=O)C(=O)Nc1cccc(Cl)c1Cl
  6.9% | -10.9% | -0.7% | 11.8% | 4.9% | -0.9% | 25.5% | 0.0% | -14.5%

Shown as a markdown table: part of the list above
| no. | smiles | HT1080 IDH1KD tx | GLP-1R agonist | HT1080NT lethal | GLP1R cytotox | KB-3-1 tox | SW480 rereplic | TDP43 rescue | GLP1R inv ag | KB-V1 MDR tox |
| --- | --- | --- | --- | --- | --- | --- | --- | --- | --- | --- |
| 37 | CC(=O)Nc1ccc(NC(=O)CCc2c(C)noc2C)cc1 | 4.5% | 0.3% | 3.1% | -3.3% | 16.8% | -48.4%[inhibitor] | -16.6% | 11.2% | 11.0% |
| 38 | COc1ccc(OC)c(-n2cnc3cc(C(=O)NCCc4ccccc4)ccc32)c1 | . | . | . | 0.8% | 2.6% | . | ? | 10.0% | -6.3% |
| 39 | O=C(O)COCC(=O)NC1CCN(Cc2ccccc2)CC1 | 14.7% | -1.2% | -2.2% | -4.0% | 10.4% | -6.4% | -25.7% | 16.2% | -2.4% |
